Source: PubChem BioAssay
TRHR PAM: qHTS for Small Molecule Agonists and Allosteric Enhancers of Human TRH Receptor: Primary Screen for Enhancers | Thyrotropin-releasing hormone receptor (Homo sapiens), P34981 | TRHR cells, fluo-8 calcium fluorescence, EC20 TRH enhancement | enhancement, % at 2 µM | 360,000 tested, 0.66% active; in the data active = enhancement above about 30%; also: 0% is about no effect
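Enhancer read-out: after compound pinning and an initial kinetic agonist-mode read, an EC20 of TRH (10 nM final) was injected and fluo-8 calcium signal (Ex 480/Em 530) followed at 1 s/cycle for 100 cycles in TRHR-expressing cells.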
TRHR ag: qHTS for Small Molecule Agonists and Allosteric Enhancers of Human TRH Receptor: Primary Screen for Agonists; TRHR cells, calcium flux fluo-8, FDSS agonist mode; AID 493084, 2011; 360,000 tested, 0.18% active; activation, % at 2 µM; in the data active = activation above about 30%; also: 0% is about no effect
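Steps: seed TRHR cells overnight; add fluo-8 no-wash Ca dye, RT 30 min–1.5 h; record 10 s baseline; pin-transfer compounds; monitor fluorescence 1 cycle/s for the agonist window. Calcium increases flag candidate agonists.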
D1 potentiator: Potentiators of Human D1 Dopamine Receptor: qHTS; HEK293 TREx D1 cells, calcium flux, dopamine EC20 potentiation; potentiation, % at 10 µM; 360,000 tested, 0.036% active; D(1A) dopamine receptor (Homo sapiens), P21728; in the data active = potentiation above about 30%; also: 0% is about no effect
RXFP1 antagonist: qHTS Assay for Antagonists of the Relaxin Receptor RXFP1. activity change, negative = inhibition, % at 57.5 µM. AID 1259400, 2018. 350,000 tested, 0.59% active. HEK293-RXFP1, relaxin-stimulated cAMP HTRF, 30 min; hits give low values. Relaxin receptor 1 (Homo sapiens), Q9HBX9;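 active = activity change of -60% or lower, but not beyond a set lower limit; inconclusive = change between -60% and -40%, or beyond the set limit; inactive = change above -40%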; also: % is scaled to controls: 0 for no effect and ±100 for the full control effect
Target sequence (Q9HBX9 whole entry, looked up): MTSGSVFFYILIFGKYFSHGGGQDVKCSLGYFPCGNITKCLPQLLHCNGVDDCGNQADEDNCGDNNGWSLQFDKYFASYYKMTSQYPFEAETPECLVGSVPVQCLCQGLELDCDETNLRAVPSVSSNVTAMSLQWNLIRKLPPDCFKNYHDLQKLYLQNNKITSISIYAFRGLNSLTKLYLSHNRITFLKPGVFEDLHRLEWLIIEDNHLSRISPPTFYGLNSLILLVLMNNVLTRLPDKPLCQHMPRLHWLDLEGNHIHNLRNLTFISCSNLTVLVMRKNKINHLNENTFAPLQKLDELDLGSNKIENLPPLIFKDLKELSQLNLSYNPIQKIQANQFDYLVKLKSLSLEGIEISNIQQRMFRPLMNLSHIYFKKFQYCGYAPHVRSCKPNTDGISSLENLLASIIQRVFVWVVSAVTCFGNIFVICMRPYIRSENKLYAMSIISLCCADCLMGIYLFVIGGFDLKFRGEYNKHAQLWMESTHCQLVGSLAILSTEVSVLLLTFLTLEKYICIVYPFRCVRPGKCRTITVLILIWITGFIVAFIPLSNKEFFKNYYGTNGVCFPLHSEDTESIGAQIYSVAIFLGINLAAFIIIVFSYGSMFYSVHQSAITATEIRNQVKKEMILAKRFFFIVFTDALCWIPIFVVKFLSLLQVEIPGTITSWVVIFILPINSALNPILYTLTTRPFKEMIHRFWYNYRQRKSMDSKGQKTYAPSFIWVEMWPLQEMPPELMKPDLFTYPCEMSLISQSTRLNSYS
D2 potentiator: HTS Assay for Positive Allosteric Modulators of the Human D2 Dopamine Receptor: Primary Screen for Potentiators; 340,000 tested, 0.34% active; D(2) dopamine receptor (Homo sapiens), P14416; AID 485347, 2010; potentiation, % at 10 µM; HEK293 T-REx D2, calcium flux, EC20 dopamine potentiation;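 active = potentiation over 3 SD above the plate norm, cut at about 30% in these data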; also: 0% is about no effect
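Potentiation of an EC20 dopamine calcium response measured kinetically over 180 s, after a preceding 180 s compound-only read flagging agonists. Cells: inducible Hek293 Trex D2 line, 4000/well, cultured overnight at 30 C before dye loading.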
RXFP1 ag: qHTS Assay for Agonists of the Relaxin Receptor RXFP1; Relaxin receptor 1 (Homo sapiens), Q9HBX9; HEK293T-RXFP1 cAMP TR-FRET, 30 min; response scale: percent of porcine relaxin response, buffer zero; Potency, µM (titrated, usually from 57.5 µM), inactives show at the top dose activation, actives largely listed as activators; 370,000 tested, 0.3% active; AID 2676, 2010; also: potency is read from the fitted curve at half-maximal effect; % is scaled to controls: 0 for no effect and ±100 for the full control effect; nearly all actives have a fitted effect of over 60% in size; many of its hits are not listed in these tables
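HEK293 cells stably expressing RXFP1, treated 30 min at 37C with compounds plus PDE4 inhibitor Ro 20174; cAMP measured by HTRF TR-FRET. Normalized to buffer and 29 nM porcine relaxin; EC50 by Hill fit.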
Anesthetic bind: qHTS Assay for Identification of Novel General Anesthetics | 350,000 tested, 0.074% active | Ferritin light chain (Equus caballus), P02791 | AID 485281, 2010 | Potency, µM (titrated, usually from 77.5 µM), for the others: top-dose activity change, negative = displacement, most hits filed as inhibitors | apoferritin/1-aminoanthracene competitive binding, fluorescence; also: potency is read from the fitted curve at half-maximal effect; % is scaled to controls: 0 for no effect and ±100 for the full control effect; nearly all actives have a fitted effect of over 20% in size
Target sequence (P02791 2-175 limits assumed): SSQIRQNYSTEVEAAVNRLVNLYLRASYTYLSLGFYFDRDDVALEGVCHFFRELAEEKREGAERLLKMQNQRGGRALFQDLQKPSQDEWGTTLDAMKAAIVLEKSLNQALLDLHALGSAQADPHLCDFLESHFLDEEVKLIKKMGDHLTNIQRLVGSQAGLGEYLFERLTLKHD
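Horse-spleen apoferritin (10 uM) in 50% saturated 1-aminoanthracene in PBS was incubated 10 min at room temperature with compound. Fluorescence (ex 380, em 535 nm) was normalized to free and bound 1-AMA, with concentration-response fitted by a four-parameter Hill equation.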
D1 ag: Allosteric Agonists of the Human D1 Dopamine Receptor: qHTS. D(1A) dopamine receptor (Homo sapiens), P21728. HEK293 T-REx D1 cells, calcium flux, agonist mode. activation, % at 2 µM. 360,000 tested, 1% active. AID 504660, 2011; in the data active = activation above about 30%; also: 0% is about no effect
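Tetracycline-induced HEK293 TREx D1 cells, force-coupled to calcium signalling, were dye-loaded with a no-wash calcium kit. Compound was pin-added after a 10 s baseline. Fluorescence was read kinetically at 1 cycle/s for 180 s, with calcium rises flagged as agonism.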
D1 antagonist: Antagonist of Human D 1 Dopamine Receptor: qHTS; 360,000 tested, 3.2% active; activity change, negative = inhibition, % at 10 µM; HEK293 TREx D1 cells, calcium flux, dopamine EC80; hits give low values; AID 504652, 2011; in the data active = activity change below about -30%; also: % is scaled to controls: 0 for no effect and ±100 for the full control effect
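Allosteric or orthosteric antagonism assessed as attenuation of the calcium response to EC80 dopamine, added 180 s after compound, in induced HEK293 Trex D1 cells loaded with no-wash calcium dye.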
Starred values were filed as active, the others as inactive; ? = inconclusive; nt = not tested or not shown; [ ] = remark or other dose. Unless noted, calls follow the shape of the dose curve; as a rule, active = well fitted curve in the direction sought with a large enough effect; inconclusive = small, poorly fitted or top-dose-only effect, or another doubt; inactive = no such curve, though single readings can be large; an effect the other way counts as inactive or inconclusive. A portion of the library, so the mix of outcomes need not match the whole.

SMILES | TRHR PAM | TRHR ag | D1 potentiator | RXFP1 antagonist | D2 potentiator | RXFP1 ag | Anesthetic bind | D1 ag | D1 antagonist
CCn1nc(NS(=O)(=O)c2ccccc2)c2cc3cccc(C)c3nc21 | -7 | 0.4 | 1 | 26 | -7 | -1.2% | -13% | -2 | -2
COc1cc(CNc2ccc3[nH]c(=O)[nH]c3c2)cc(Cl)c1OCc1ccc(F)cc1 | 5 | 0.5 | 4 | -4 | 21 | -5.4% | 7% | -1 | 1
COc1cccc(-c2c(-c3cc(OC)cc(OC)c3)n(C)c3ccc(-c4cccc5[nH]ccc45)cc23)c1 | 10 | 0.8 | 1 | nt | 21 | 0.2% | nt | -2 | nt
N#CCCN(Cc1cccnc1)C(=O)Nc1cccc(Cl)c1 | 0 | 0.1 | -1 | -5 | 14 | 0.8% | -9% | 0 | -1
CCOC(=O)c1c(S(=O)(=O)N(C)Cc2ccco2)c(C)n(C)c1C | -2 | -0.4 | -1 | 35 | 0 | -0.7% | -5% | 1 | 3
C=CC[N+](C)(C)CCCNC(=O)/C=N/O | -8 | 0.1 | 2 | -5 | -1 | -0.1% | 10% | 6 | -3
Cc1c(OCC(=O)N2CCC(C(=O)O)CC2)ccc2c1oc(=O)c1ccccc12 | -5 | 0.0 | 0 | nt | -5 | 6.9% | -10% | 1 | -10
Cc1nc(C)c(-c2ccnc(/N=C/NO)n2)s1 | 14 | -1.7 | 2 | 9 | 7 | 5.9% | -8% | 1 | 24
COCCCn1c(C(=O)N2CC(C)OC(C)C2)cc2c(=O)n3ccccc3nc21 (stereo not given) | -6 | 1.3 | -2 | 21 | 3 | -0.8% | nt | 2 | 2
O=C(NN=C1CCCCC1)NC1CCCCC1 | 1 | 0.5 | 2 | -13 | -7 | 0.3% | -8% | 0 | -85*
O=C(c1ccc(S(=O)(=O)NCC2CCCO2)cc1)N1CCN(c2ccccc2F)CC1 (stereo not given) | -1 | 0.2 | -4 | -1 | 0 | -1.3% | -15% | 5 | -2
CC(Cc1cccs1)NC(=O)Nc1ccc(Cl)c(Cl)c1 (stereo not given) | -4 | -0.2 | -4 | -16 | 6 | -0.1% | -23% | 12 | -25
O=C(NCc1ccc(Cl)cc1)c1ccccc1CCc1ccccc1 | -13 | 1.1 | -5 | nt | -16 | 0.0% | 6% | 10 | 6
Cc1ccc2[nH]c(C(F)(F)F)cc(=O)c2c1 | 5 | 0.4 | 3 | -22 | -4 | 0.4% | 25% | 4 | -6
Cc1ccc(CSCC(=O)N/N=C/c2cccc(OC3CSC3)c2)cc1 | -1 | 0.4 | 1 | -4 | nt | 7.8% | -7% | 5 | -7
COC(=O)C1=C(C)N(C)C(C)=C(C(=O)OC)C1c1ccc(C(=O)OC)cc1 | 6 | 0.9 | -1 | -7 | -7 | 4.2% | -14% | 0 | -3
O=C(CCNC(=O)C1CCN(S(=O)(=O)c2ccc(F)cc2)CC1)NCc1ccncc1 | -2 | 0.6 | -3 | -7 | -4 | 18% | 2% | -1 | -9
Cc1cccc(NC(=S)N2CCN(C(=O)c3ccco3)CC2)c1C | -3 | -0.3 | -6 | 2 | -29 | 0.1% | -4% | 2 | 8
Cn1c(C(=O)N(Cc2ccccc2)Cc2ccccn2)cc2sccc21 | -6 | 0.2 | -3 | -5 | -5 | 2.1% | -23% | 1 | -14
CCCCN(C)CCNC(=O)Cn1ncc2c([nH]c3ccccc32)c1=O | 13 | -1.0 | 0 | 3 | -14 | 2.1% | 1% | 8 | -10
COc1cccc(C(=O)Nc2cc(-c3cn4cccnc4n3)ccc2C)c1 | 19 | 0.2 | 0 | -21 | 1 | 12% | 34%[activator] | 5 | -6
O=C(NC1CCCC1)c1ccc(CSc2nc3ccncc3n2Cc2cccc(F)c2)cc1 | -3 | -0.6 | -2 | -7 | 14 | 0.0% | -9% | 2 | -20
Cc1cc(NCCCN)nc(-c2ccccc2O)n1 | 3 | 1.2 | -6 | -5 | -17 | 2.8% | -12% | 3 | 7
COc1ccc(NC(=O)Cc2nnc(SCC(=O)Nc3ccccc3)n2C)cc1 | 9 | 0.2 | 3 | 23 | -2 | 0.0% | 0% | 3 | 3
CC(C)(C)NC(=O)C(c1ccncc1)N(C(=O)C1CSC(=O)C1)c1ccccc1 (stereo not given) | 1 | 0.1 | -2 | 2 | 11 | 0.5% | -4% | 1 | 0
Cc1cccc(COCC(Cc2ccccc2)N2CCN(C(=O)c3cccc(C)c3)CCC2=O)c1 (stereo not given) | -8 | 0.2 | 6 | nt | -2 | 2.5% | -3% | 0 | -13
COC(=O)C(C)Oc1ccc(Oc2nc(Cl)ccc2Cl)cc1 (stereo not given) | -4 | 0.4 | -6 | 0 | 0 | 2.6% | ? | 4 | -11
COc1cccc(NC(=O)CN(C)C(=O)C23CC4CC(CC(Cl)(C4)C2)C3)c1 | -15 | 1.8 | -2 | 3 | 10 | -0.9% | nt | 2 | 26
CC(=O)Nc1ccc2nc3c(=O)n(C)c(=O)n(C)c3nc2c1 | 2 | 5.4 | -3 | -8 | 8 | 17% | 122%[activator] | 34* | -5
Cc1cccc(Nc2cnn(C34CC5CC(CC(CC(=O)O)(C5)C3)C4)c(=O)c2Cl)c1 | -3 | 0.5 | 2 | -14 | -7 | -0.7% | -9% | 3 | -6
CCOC(=O)C1CCCN(C(=O)c2ccc3c(=O)n(CCOC)c(=S)[nH]c3c2)C1 (stereo not given) | 7 | -0.2 | -3 | 4 | 0 | -0.3% | -10% | -1 | 2
Cc1ccccc1Cn1nc(C)c(NC(=O)c2cc(-c3cccs3)on2)c1C | 5 | -0.8 | 0 | 7 | -4 | 1.6% | ? | 4 | -11
Clc1cccc(-n2ncc3c(N4CCN(Cc5ccccc5)CC4)ncnc32)c1 | -2 | -0.5 | -1 | -5 | nt | -1.0% | -7% | -4 | -3
O=C(NCc1ccco1)c1nn2c(C(F)(F)F)cc(-c3cccs3)nc2c1Br | -1 | 0.2 | 0 | nt | -2 | -0.7% | -17% | 0 | 6
O=C(Cc1c(Cl)cccc1Cl)Nc1ccncc1 | -4 | -0.4 | 2 | -7 | -4 | 2.8% | -14% | 8 | 8
O=C1NC[C@@H](Cc2cccc3ccccc23)N(CCc2cc(C(F)(F)F)cc(C(F)(F)F)c2)C1=O | 15 | -0.9 | 4 | nt | -3 | 1.3% | ? | 2 | -2
CCOC(=O)c1c(NC(=O)C2COc3ccccc3O2)sc2c1CCN(Cc1ccccc1)C2 (stereo not given) | -1 | 4.5 | -7 | 3 | -9 | 0.7% | 11% | 7 | -12
COC(=O)c1ccccc1S(=O)(=O)NNC(=O)Nc1ccccc1 | 5 | -0.1 | -3 | -6 | 3 | 0.5% | 4% | 0 | -12
CC(=O)N1CCN(C(=O)c2cc(S(=O)(=O)N(C)c3ccc(F)cc3)ccc2Cl)CC1 | 2 | 1.2 | 7 | 0 | 13 | -0.4% | nt | 1 | -4
Cc1cccc(Oc2ccc(NC(=O)C3=CC=CN4CCS(=O)(=O)N=C34)cc2)c1 | -4 | 0.0 | -9 | -4 | 8 | -1.2% | nt | 13 | -36*
CCCn1c(SCC(=O)NC2CCC(C)CC2)n[nH]c1=O (stereo not given) | -2 | 1.0 | -6 | 3 | -14 | -1.0% | nt | 2 | 12
CCOC(=O)Cn1c2ccc(C)cc2c2nc(C)sc21 | -4 | -0.8 | -2 | -11 | 8 | -2.4% | -5% | 2 | 2
CCC(C)[C@H](NC(=O)N1CCC(C)CC1)C(=O)OC (stereo not given in full) | 12 | -1.1 | 0 | 12 | -2 | 3.8% | -10% | 1 | -21
Cc1cc(C(=O)CC#N)c(C)n1-c1c(C)n(C)n(-c2ccccc2)c1=O | 16 | 1.1 | -1 | -13 | -15 | -0.2% | -6% | 4 | -7
O=C(Cc1sc(Nc2ccccc2)nc1-c1ccccc1)NCc1ccccn1 | 0 | 0.2 | 7 | 3 | 3 | 0.6% | -11% | 0 | 9

The final four entries of the section above are carried over, then new ones follow:
SMILES | TRHR PAM | TRHR ag | D1 potentiator | RXFP1 antagonist | D2 potentiator | RXFP1 ag | Anesthetic bind | D1 ag | D1 antagonist
CCOC(=O)Cn1c2ccc(C)cc2c2nc(C)sc21 | -4 | -0.8 | -2 | -11 | 8 | -2.4% | -5% | 2 | 2
CCC(C)[C@H](NC(=O)N1CCC(C)CC1)C(=O)OC (stereo not given in full) | 12 | -1.1 | 0 | 12 | -2 | 3.8% | -10% | 1 | -21
Cc1cc(C(=O)CC#N)c(C)n1-c1c(C)n(C)n(-c2ccccc2)c1=O | 16 | 1.1 | -1 | -13 | -15 | -0.2% | -6% | 4 | -7
O=C(Cc1sc(Nc2ccccc2)nc1-c1ccccc1)NCc1ccccn1 | 0 | 0.2 | 7 | 3 | 3 | 0.6% | -11% | 0 | 9
COc1ccc(CCC(C)NCc2ccc(C(F)(F)F)cc2)cc1 (stereo not given) | 16 | 1.9 | -2 | 1 | -6 | -2.8% | -9% | 29 | 0
CCc1ccc(/C=C2\Oc3c(ccc(O)c3CN3CCN(CCO)CC3)C2=O)cc1 | 5 | 16 | 3 | -4 | -2 | 16% | 350%[activator] | 64* | 0
N#Cc1c(-c2ccccc2)oc(=O)c2ccccc12 | -8 | -0.3 | 3 | 6 | 1 | 29% | -2% | 2 | -3
COc1ccc(CC(=O)N/N=C(\C)CC(=O)Nc2ccc(N(C)C)cc2)cc1 | 1 | 0.1 | -1 | -16 | nt | 1.4% | -8% | 1 | 26
CCOC(=O)C1=C(CSc2nc3c(cc2C#N)CN(C)CC3)OC(N)=C(C#N)C1c1ccccc1 (stereo not given) | -1 | 1.4 | -5 | 6 | 0 | 7.6% | -20% | 7 | -1
COc1cccc(C(=O)N2CCN(C(=O)Cc3ccccc3)CC2)c1 | -2 | 0.2 | -1 | -2 | 1 | -0.8% | 1% | 3 | -3
